BioA inh: inhibitors of Mycobacterium tuberculosis BioA enzyme; purified M. tuberculosis BioA enzyme, plate reader; inhibition, % at 9.99 µM; 360,000 compounds, 0.096% hits; AID 602481; in the data active = inhibition above about 40%
* marks the source's active call; other numbers are inactive results. This is a subset; count on the stated rates, not on these rows.

SMILES,BioA inh
CC(C)NC(=O)Nc1ccc2c(c1)C(=O)N([C@@H](C)CO)C[C@H](C)[C@H](CN(C)C(=O)Cc1ccccc1)OCCCC[C@@H](C)O2,-1.2
CCC(=O)N(C)C[C@H]1Oc2cc(-c3cccnc3)ccc2S(=O)(=O)N([C@H](C)CO)C[C@@H]1C,0.3
COc1cccc(-c2ccc3c(c2)O[C@@H](CN(C)C(=O)C2CC2)[C@H](C)CN([C@@H](C)CO)S3(=O)=O)c1,-0.2
C[C@H](CO)N1C[C@H](C)[C@H](CN(C)C)Oc2ccc(NC(=O)Nc3ccc(F)cc3)cc2C1=O,-1.0
COc1ccc(C#Cc2ccc([C@@H]3[C@H]4CN(C(=O)Nc5ccccc5F)CCCCN4[C@H]3CO)cc2)cc1,-3.2
CCC(=O)N1C[C@@H](C)[C@@H](OC)CN(C)C(=O)c2cc(NC(=O)C3CCCCC3)ccc2OC[C@@H]1C,0.6
O=C(C[C@@H]1C[C@@H]2c3cc(NC(=O)Nc4ccccc4)ccc3O[C@@H]2[C@@H](CO)O1)NCc1ccccn1,-1.6
Cc1ccc(-c2cnc3c(c2)C(=O)N([C@@H](C)CO)C[C@@H](C)[C@@H](CN(C)CC2CCOCC2)O3)cc1,1.7

Next compounds:
SMILES,BioA inh
C[C@@H]1CN([C@@H](C)CO)C(=O)Cc2cc(NS(=O)(=O)c3cccs3)ccc2O[C@@H]1CN(C)S(=O)(=O)c1ccc(F)cc1,-0.7
Cc1ccc(S(=O)(=O)N(C)C[C@@H]2OCCCC[C@H](C)Oc3ccc(N(C)C)cc3C(=O)N([C@@H](C)CO)C[C@@H]2C)cc1,-0.9
CCC(=O)N1[C@@H]2Cn3c(ccc(C4=CCCCC4)c3=O)[C@H]1[C@@H](C(=O)N[C@H](C)c1ccccc1)[C@@H]2CO,-1.3
C[C@@H]1CN([C@H](C)CO)C(=O)Cc2cc(NC(=O)C3CC3)ccc2O[C@H]1CN(C)CC1CCCCC1,2.2
C[C@H]1CN([C@@H](C)CO)C(=O)Cc2cc(NC(=O)CCCCCC(=O)Nc3ccccc3N)ccc2O[C@H]1CN(C)Cc1ccc(-c2ccccc2)cc1,-2.3
COc1ccc(S(=O)(=O)N(C)C[C@H]2Oc3ccc(NC(=O)CCN4CCOCC4)cc3C(=O)N([C@@H](C)CO)C[C@H]2C)cc1,-1.1
CO[C@@H]1CC[C@H]2CCN(C)C(=O)[C@H](C)[C@H](OC)CN(C)C(=O)c3cccc(C#N)c3OC[C@H]1O2,-1.7
CC(=O)Nc1ccc2c(c1)C(=O)N(C)[C@H]1CC[C@H](CC(=O)Nc3ccc(Cl)cc3)O[C@@H]1CO2,1.2

The list continues.
SMILES,BioA inh
C[C@@H]1CN([C@@H](C)CO)C(=O)c2cc(C3=CCCCC3)cnc2O[C@@H]1CN(C)C(=O)c1ccc(F)cc1,-1.9
COc1ccccc1S(=O)(=O)N[C@H]1CC[C@@H](CC(=O)N2CCN(C)CC2)O[C@@H]1CO,0.0
C[C@@H]1CCCCO[C@@H](CN(C)Cc2ccc(C(F)(F)F)cc2)[C@@H](C)CN([C@H](C)CO)C(=O)c2cc(NC(=O)Nc3ccccc3)ccc2O1,-1.0
C[C@H](CO)N1C[C@H](C)[C@H](CN(C)S(C)(=O)=O)Oc2cc(C#CC3CCCC3)ccc2S1(=O)=O,2.1
COc1ccccc1-c1ccc2c(c1)O[C@H](CN(C)C(=O)c1cccnc1)[C@H](C)CN([C@@H](C)CO)S2(=O)=O,-0.4
C[C@H]1CN([C@@H](C)CO)C(=O)Cc2cc(NC(=O)CCN3CCOCC3)ccc2O[C@@H]1CN(C)C(=O)NC1CCCCC1,-1.8
O=C(N[C@@H]1CC[C@@H](CCNS(=O)(=O)c2ccc(Cl)cc2)O[C@@H]1CO)c1cccc(F)c1,18.1
CC(C)NC(=O)N1CCCCN2[C@H](CO)[C@H](c3ccc(C#Cc4ccccc4)cc3)[C@@H]2C1,4.6

Following part
SMILES,BioA inh
C[C@H](CO)N1C[C@H](C)[C@@H](CN(C)Cc2ccc3c(c2)OCO3)Oc2ccc(NC(=O)Nc3ccc(C(F)(F)F)cc3)cc2C1=O,-0.4
C[C@@H]1CN([C@H](C)CO)C(=O)Cc2cc(NC(=O)CCCCCC(=O)Nc3ccccc3N)ccc2O[C@@H]1CN(C)S(C)(=O)=O,0.6
C/C=C/c1ccc2c(c1)O[C@@H](CN(C)Cc1ccccc1)[C@@H](C)CN([C@H](C)CO)S2(=O)=O,3.9
COc1ccc(-c2ccc3c(c2)[C@@H]2[C@@H](CCN2C(=O)NC(C)C)[C@H](CO)N3C)cc1,2.4
CC(C)NC(=O)Nc1ccc2c(c1)C(=O)N([C@@H](C)CO)C[C@H](C)[C@H](CN(C)Cc1ccncc1)O2,1.7
C[C@H](O)C#Cc1ccc([C@@H]2[C@@H](CO)N3CCCCN(CC4CC4)C[C@H]23)cc1,-0.7
CCOC(=O)N(C)C[C@@H]1OCc2cn(nn2)CCCC(=O)N([C@H](C)CO)C[C@@H]1C,0.6
COc1ccc(S(=O)(=O)Nc2ccc3c(c2)C(=O)N([C@@H](C)CO)C[C@H](C)[C@@H](CN(C)C(=O)c2ccncc2)OCCCC[C@H](C)O3)cc1,-1.0

The last four compounds of the section before come first, to join the parts.
SMILES,BioA inh
CC(C)NC(=O)Nc1ccc2c(c1)C(=O)N([C@@H](C)CO)C[C@H](C)[C@H](CN(C)Cc1ccncc1)O2,1.7
C[C@H](O)C#Cc1ccc([C@@H]2[C@@H](CO)N3CCCCN(CC4CC4)C[C@H]23)cc1,-0.7
CCOC(=O)N(C)C[C@@H]1OCc2cn(nn2)CCCC(=O)N([C@H](C)CO)C[C@@H]1C,0.6
COc1ccc(S(=O)(=O)Nc2ccc3c(c2)C(=O)N([C@@H](C)CO)C[C@H](C)[C@@H](CN(C)C(=O)c2ccncc2)OCCCC[C@H](C)O3)cc1,-1.0
C[C@H]1CN([C@@H](C)CO)C(=O)CCCn2nncc2CO[C@@H]1CN(C)C(=O)Nc1ccccc1C(F)(F)F,0.5
CC(C)C#Cc1ccc([C@H]2[C@H]3CN(C(=O)c4ccc5c(c4)OCO5)CCCCN3[C@H]2CO)cc1,-0.4
C[C@H](CO)N1C[C@H](C)[C@@H](CN(C)C(=O)Nc2ccc3c(c2)OCO3)Oc2ncc(C#CC3(O)CCCC3)cc2C1=O,7.4
C[C@@H]1CCCCO[C@H](CN(C)CC2CC2)[C@@H](C)CN([C@@H](C)CO)C(=O)c2cc(NS(=O)(=O)c3ccc(F)cc3)ccc2O1,-1.6
CN(C)C(=O)c1cccc(-c2ccc([C@@H]3[C@@H](CO)N4CCCCN(S(C)(=O)=O)C[C@H]34)cc2)c1,-1.9
COC(=O)C[C@@H]1CC[C@H](NC(=O)Nc2ccc(C(F)(F)F)cc2)[C@@H](CO)O1,-1.8
N#C[C@@H]1[C@@H](c2ccccc2)[C@@H](CO)N1C(=O)c1ccc2c(c1)OCO2,1.7
C[C@@H]1CCCCO[C@@H](CN(C)C(=O)CCC(F)(F)F)[C@H](C)CN([C@H](C)CO)C(=O)c2cc(NC(=O)c3ccccc3)ccc2O1,1.4

Continuation:
SMILES,BioA inh
COCc1cn(CC[C@H]2CC[C@@H](NC(=O)CCN3CCCCC3)[C@H](CO)O2)nn1,-0.9
COc1cccc(-c2ccc([C@@H]3[C@@H](C#N)N(C(=O)Cc4ccccc4)[C@H]3CO)cc2)c1,-1.8
C[C@H](CO)N1C[C@H](C)[C@H](CN(C)S(=O)(=O)c2ccccc2)Oc2ccc(NC(=O)Cc3ccccc3)cc2C1=O,-0.6
COc1ccc(CN2[C@H](CO)[C@H]3c4ccccc4N(C(=O)CC(F)(F)F)C[C@H]32)cc1,0.4
C[C@@H]1CCCCO[C@H](CN(C)CC2CCCCC2)[C@@H](C)CN([C@H](C)CO)C(=O)c2cc(NC(=O)Cc3ccccc3)ccc2O1,1.6
CNC[C@@H]1Oc2ccc(NC(=O)Cc3cn(C)c4ccccc34)cc2CC(=O)N([C@H](C)CO)C[C@H]1C,0.5
Cc1cc(C(=O)Nc2cccc3c2O[C@H](CN(C)Cc2ccc(C(=O)O)cc2)[C@@H](C)CN([C@H](C)CO)C3=O)n(C)n1,-5.1
N#C[C@H]1[C@H](c2ccc(C#Cc3ccc(F)cc3)cc2)[C@@H](CO)N1C(=O)C1CCC1,-1.8

Further results
SMILES,BioA inh
Cc1ccc(S(=O)(=O)N(C)C[C@H]2Oc3ccc(NC(=O)CCN4CCOCC4)cc3CC(=O)N([C@H](C)CO)C[C@H]2C)cc1,-1.7
CO[C@H]1CN(C)C(=O)c2cc(NC(=O)C3CCCC3)ccc2OC[C@H](C)N(C(C)=O)C[C@H]1C,-3.1
C[C@@H]1CN([C@@H](C)CO)S(=O)(=O)c2ccc(C#Cc3ccccc3F)cc2O[C@H]1CN(C)C(=O)Cc1ccncc1,7.3
CNC[C@H]1Oc2ccc(NC(=O)Cc3cn(C)c4ccccc34)cc2CC(=O)N([C@H](C)CO)C[C@@H]1C,2.8
CO[C@H]1CN(C)C(=O)c2cccc(C#N)c2OC[C@H]2O[C@H](CC[C@H]2OC)CCN(C)C(=O)[C@@H]1C,0.3
CCC(=O)Nc1ccc2c(c1)OC[C@@H](C)N(C(=O)c1ccncc1)C[C@@H](C)[C@H](OC)CN(C)C2=O,-1.4
CO[C@H]1CN(C)C(=O)c2cc(NC(C)=O)ccc2OC[C@H](C)N(C(=O)c2cnccn2)C[C@H]1C,-3.2
COCc1cn(CC[C@@H]2CC[C@H](NC(=O)Nc3c(C)noc3C)[C@H](CO)O2)nn1,1.5

Other records:
SMILES,BioA inh
C[C@@H]1CN([C@@H](C)CO)C(=O)c2cc(-c3cncnc3)cnc2O[C@H]1CN(C)Cc1ccc(Oc2ccccc2)cc1,0.1
CCCC#Cc1ccc2c(c1)O[C@@H](CN(C)C(=O)COC)[C@H](C)CN([C@H](C)CO)S2(=O)=O,2.6
CN(C)C(=O)c1cccc(-c2ccc([C@H]3[C@@H](C#N)N(C(=O)C4CCC4)[C@H]3CO)cc2)c1,-4.4
CC(C)(O)C#Cc1ccc([C@H]2[C@H](CO)N3CCCCN(C(=O)c4cccnc4)C[C@@H]23)cc1,-1.1
Cc1noc(C)c1S(=O)(=O)Nc1ccc2c(c1)C(=O)N([C@H](C)CO)C[C@@H](C)[C@H](CN(C)Cc1ccc(-c3ccccc3)cc1)O2,5.2
C[C@@H]1CN([C@H](C)CO)S(=O)(=O)c2ccc(C3=CCCC3)cc2O[C@H]1CN(C)CC1CCCC1,-0.3
COc1ccc(NC(=O)N[C@@H]2CC[C@@H](CCn3cc(-c4ccccc4)nn3)O[C@@H]2CO)cc1,5.5
CCCNC(=O)C[C@H]1CC[C@H]2[C@H](COc3ccc(NC(=O)Nc4ccccc4F)cc3C(=O)N2C)O1,11.4

Arranged by count of non-hydrogen atoms (low to high): part of the list above.
SMILES,BioA inh
CN(C)C(=O)c1cccc(-c2ccc([C@H]3[C@@H](C#N)N(C(=O)C4CCC4)[C@H]3CO)cc2)c1,-4.4
C[C@@H]1CN([C@H](C)CO)S(=O)(=O)c2ccc(C3=CCCC3)cc2O[C@H]1CN(C)CC1CCCC1,-0.3
CCCNC(=O)C[C@H]1CC[C@H]2[C@H](COc3ccc(NC(=O)Nc4ccccc4F)cc3C(=O)N2C)O1,11.4

Next part
SMILES,BioA inh
C[C@H]1CN([C@@H](C)CO)S(=O)(=O)c2ccc(C#CCN(C)C)cc2O[C@@H]1CN(C)C(=O)Nc1ccccc1F,-3.4
CCCC(=O)Nc1ccc2c(c1)C(=O)N(C)C[C@H](OC)[C@@H](C)CN(C(=O)c1ccncc1)[C@@H](C)CO2,2.8
C[C@H](CO)N1C[C@H](C)[C@@H](CN(C)C)Oc2cc(C#Cc3ccccc3F)ccc2S1(=O)=O,-0.8
Cc1ccc(S(=O)(=O)N[C@H]2C=C[C@H](CC(=O)NCCc3ccncc3)O[C@@H]2CO)cc1,4.1
CO[C@@H]1CN(C)C(=O)c2cc(NC(=O)C3CC3)ccc2OC[C@@H](C)N(Cc2cccc(F)c2)C[C@@H]1C,5.5
Cc1ccc(-c2ccc3c(c2)O[C@H](CN(C)Cc2ccncc2)[C@H](C)CN([C@H](C)CO)S3(=O)=O)cc1,1.1
CCC(=O)N1[C@@H]2Cn3c(cccc3=O)[C@H]1[C@@H](C(=O)NC1CCCCC1)[C@@H]2CO,-2.5
COc1ccc(NC(=O)Nc2ccc3c(c2)C(=O)N([C@H](C)CO)C[C@@H](C)[C@@H](CN(C)C)OCCCC[C@@H](C)O3)cc1,-0.2

Carrying on.
SMILES,BioA inh
N#C[C@@H]1[C@@H](c2ccc(/C=C/c3ccccc3)cc2)[C@@H](CO)N1C(=O)C1CC1,-0.3
C[C@@H]1CN([C@@H](C)CO)C(=O)c2cccc(NS(C)(=O)=O)c2O[C@H]1CN(C)Cc1ccc2c(c1)OCO2,-1.3
O=C(C1CCCC1)N1C[C@@H]2[C@H](c3ccccc31)[C@@H](CO)N2C(=O)c1ccccc1,-2.2
CC(C)CC#Cc1cnc2c(c1)C(=O)N([C@@H](C)CO)C[C@H](C)[C@@H](CN(C)C(=O)c1cccnc1)O2,1.4
COc1ccc(S(=O)(=O)N(C)C[C@H]2Oc3c(NC(=O)C4CCOCC4)cccc3C(=O)N([C@H](C)CO)C[C@@H]2C)cc1,-1.6
CO[C@@H]1CN(C)C(=O)c2ccc(NC(=O)NC(C)C)cc2OC[C@H](C)N(C(=O)CN(C)C)C[C@@H]1C,-0.9
C[C@H](CO)N1C[C@H](C)[C@@H](CN(C)Cc2cncnc2)Oc2ncc(/C=C/c3ccccc3)cc2C1=O,-2.3
Cc1cccc(-c2ccc([C@@H]3[C@H](CO)N4CCCCN(CCC(F)(F)F)C[C@@H]34)cc2)c1,-2.3
O=C(C[C@@H]1C[C@H]2c3cc(NC(=O)Cc4ccncc4)ccc3O[C@H]2[C@@H](CO)O1)NCc1cccnc1,1.1
CN1C(=O)c2cc(NC(=O)Nc3ccccc3Cl)ccc2OC[C@@H]2O[C@@H](CC(=O)O)CC[C@H]21,16.8
CCCNC(=O)C[C@@H]1C[C@@H]2c3cc(NC(=O)NC4CCCC4)ccc3O[C@@H]2[C@H](CO)O1,-2.6

Assay outcomes (PubChem)
